UGM FP inh: blocks M. tuberculosis UGM enzyme; purified UGM, fluorescence polarization probe displacement; inhibition, % at 10 µM; P9WIQ1; 320,000 tested, 0.06% active; in the data active = inhibition above about 10%, passing the limit was not always enough; inconclusive = no clear call, values can overlap the other calls
Target sequence (P9WIQ1 whole entry, looked up): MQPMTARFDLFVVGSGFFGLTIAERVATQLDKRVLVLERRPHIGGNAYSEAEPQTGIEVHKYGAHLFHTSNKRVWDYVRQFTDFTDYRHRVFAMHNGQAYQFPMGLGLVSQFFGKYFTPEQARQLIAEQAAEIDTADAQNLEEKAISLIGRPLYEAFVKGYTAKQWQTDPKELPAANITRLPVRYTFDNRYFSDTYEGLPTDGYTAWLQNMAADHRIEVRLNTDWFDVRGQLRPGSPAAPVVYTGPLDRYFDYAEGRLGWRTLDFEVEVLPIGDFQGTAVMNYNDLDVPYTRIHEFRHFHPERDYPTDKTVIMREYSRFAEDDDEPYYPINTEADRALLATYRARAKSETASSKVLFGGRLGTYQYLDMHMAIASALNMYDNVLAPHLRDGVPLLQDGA
PrPC surface inh: reduces human prion protein on the cell surface | P04156 | cell surface PrPC, TR-FRET read-out | inhibition, % at 13.8 µM | 370,000 tested, 0.43% active; in the data active = inhibition above about 24%; also: 0% = median of the test wells and 100% = reference compound wells
Rv3671c inh: inhibits the M. tuberculosis serine protease Rv3671c; P9WHR9; inhibition, % at 5.96 µM; 320,000 tested, 0.048% active; AID 2606; in the data active = inhibition above about 38%;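 also: extracellular domain of Rv3671c used as enzyme; 0% = enzyme with DMSO and 100% = no enzyme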
MazF activator: MazEF (E. coli) toxin RNase activation | 350,000 tested, 0.32% active | P0AE70 | FAM/BHQ RNA-DNA oligo cleavage fluorescence, 5 h | activation, % at 20 µM; in the data active = activation above about 50%
Mtb FBA inh: inhibitors of M. tuberculosis fructose-bisphosphate aldolase; inhibition, % at 1 µM; 360,000 tested, 2.3% active; purified M. tuberculosis FBA, fluorescence read-out; P9WQA3; in the data active = inhibition above about 27%;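 also: 0% = vehicle and 100% = reference inhibitor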
Target sequence (P9WQA3 whole entry, looked up): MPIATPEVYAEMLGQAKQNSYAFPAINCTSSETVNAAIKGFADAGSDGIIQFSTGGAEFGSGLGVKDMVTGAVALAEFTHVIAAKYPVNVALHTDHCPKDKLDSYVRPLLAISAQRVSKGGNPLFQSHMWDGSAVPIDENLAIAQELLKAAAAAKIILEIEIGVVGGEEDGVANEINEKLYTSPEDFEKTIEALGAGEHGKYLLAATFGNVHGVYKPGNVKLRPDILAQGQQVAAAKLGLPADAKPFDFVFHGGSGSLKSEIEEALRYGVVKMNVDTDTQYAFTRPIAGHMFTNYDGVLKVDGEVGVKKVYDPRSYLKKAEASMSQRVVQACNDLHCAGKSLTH
GDH-TPI inh: inhibits GDH-TPI coupling enzymes, artifact for Mtb FBA screen | GDH-TPI coupled enzyme counterscreen, NADH absorbance | inhibition, % at 4.8 µM | 360,000 tested, 1.2% active | AID 588335; in the data active = inhibition above about 30%;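 also: 0% = DMSO wells and 100% = wells lacking the enzyme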
FadD28 binding: inhibitors of Mycobacterium tuberculosis FadD28 bisubstrate binding. inhibition, % at 12.5 µM. FadD28 bisubstrate probe binding, fluorescence polarization. 360,000 tested, 0.22% active; in the data active = inhibition above about 8.5%, passing the limit was not always enough; inconclusive = no clear call, values can overlap the other calls
BoNT-F LC inh: blocks Botulinum neurotoxin F light chain protease | Multiplex microsphere protease cleavage assay, flow cytometry | inhibition, % at 10 µM | 360,000 tested, 0.22% active; in the data active = inhibition above about 35%, passing the limit was not always enough; inconclusive = no clear call, values can overlap the other calls; also: plate controls were buffer without enzyme for full effect and enzyme alone for no effect
Mtb BioA inh: inhibitors of Mycobacterium tuberculosis BioA enzyme; purified M. tuberculosis BioA enzyme, plate reader; inhibition, % at 9.99 µM; 360,000 tested, 0.096% active; in the data active = inhibition above about 40%; inconclusive = no clear call, values can overlap the other calls
* = called active by the depositor; ? = inconclusive; nt = no result given. Random draw from the library; 4.8% or so of the library scored in one or more.

Letters: A = UGM FP inh; B = PrPC surface inh; C = Rv3671c inh; D = MazF activator; E = Mtb FBA inh; F = GDH-TPI inh; G = FadD28 binding; H = BoNT-F LC inh; I = Mtb BioA inh
(1) C=CCS/C(=N\n1cnc2ccccc2c1=O)N1CCCCC1
  A: 0.3 | B: -11 | C: -4 | D: -5 | E: 5 | F: 9 | G: -1.2 | H: -20 | I: -2.8

(2) CC(=O)Nc1nc(CC(=O)c2ccccc2)cs1
  A: -0.9 | B: 4 | C: 11 | D: -2 | E: 4 | F: 17 | G: -0.6 | H: -16 | I: 2.5

(3) C/C(=N\NC(=O)c1cc(C)nc2ccccc12)c1ccncc1
  A: -2.2 | B: 9 | C: -2 | D: 3 | E: 2 | F: 3 | G: -0.8 | H: nt | I: 1.1

(4) COC(=O)CC1SC(=O)NC1=Nc1cccc(C)c1 (stereo unspecified)
  A: -0.6 | B: 0 | C: -2 | D: 1 | E: 2 | F: 5 | G: -2.0 | H: -2 | I: 0.8

(5) Cc1nc2ccc(S(=O)(=O)NCC(=O)N3CCc4ccccc43)cc2s1
  A: 0.1 | B: 0 | C: 4 | D: -2 | E: -6 | F: -2 | G: -2.5 | H: 3 | I: nt

(6) O=C(CC(=O)Nc1nc(C23CC4CC(CC(C4)C2)C3)cs1)NCCO
  A: -1.9 | B: 2 | C: 1 | D: 11 | E: 1 | F: -4 | G: 0.0 | H: -7 | I: -0.1

(7) CN(C)CCNC(=S)NC1CCCCC1
  A: 0.8 | B: 6 | C: 2 | D: 4 | E: -1 | F: -12 | G: -3.5 | H: -2 | I: nt

(8) CC(C)CCn1nnnc1C(c1ccc(F)cc1)N1CCN(C(=O)c2ccco2)CC1 (stereo unspecified)
  A: -0.2 | B: -8 | C: -5 | D: 5 | E: 2 | F: 3 | G: -2.4 | H: ? | I: 4.8

(9) C=CCn1cc(C(=O)OC)c(=O)c2cc(S(=O)(=O)N3CCCCCC3)ccc21
  A: 0.4 | B: 3 | C: 0 | D: -9 | E: -1 | F: 10 | G: -1.5 | H: -5 | I: -0.3

(10) COCCN1C[C@@H](CO)O[C@@H](n2cnc3c(N4CCN(CCO)CC4)ncnc32)C1
  A: nt | B: 0 | C: nt | D: nt | E: -3 | F: 8 | G: 1.3 | H: 0 | I: 0.4

Pulled by compound from the list above (2):
Letters: A = UGM FP inh; B = PrPC surface inh; C = Rv3671c inh; D = MazF activator; E = Mtb FBA inh; F = GDH-TPI inh; G = FadD28 binding; H = BoNT-F LC inh; I = Mtb BioA inh
(1) C=CCS/C(=N\n1cnc2ccccc2c1=O)N1CCCCC1
  A: 0.3 | B: -11 | C: -4 | D: -5 | E: 5 | F: 9 | G: -1.2 | H: -20 | I: -2.8

(2) CC(=O)Nc1nc(CC(=O)c2ccccc2)cs1
  A: -0.9 | B: 4 | C: 11 | D: -2 | E: 4 | F: 17 | G: -0.6 | H: -16 | I: 2.5

Next part:
Letters: A = UGM FP inh; B = PrPC surface inh; C = Rv3671c inh; D = MazF activator; E = Mtb FBA inh; F = GDH-TPI inh; G = FadD28 binding; H = BoNT-F LC inh; I = Mtb BioA inh
(11) Cc1ccc([N+](=O)[O-])cc1S(=O)(=O)N1CCC(C)CC1
  A: -0.9 | B: -14 | C: -1 | D: 7 | E: 0 | F: -1 | G: -0.8 | H: 0 | I: nt

(12) CCCN(CCC)S(=O)(=O)c1ccc(C(=O)Nc2ccc(S(=O)(=O)Nc3nnc(CC)s3)cc2)cc1
  A: -1.4 | B: -8 | C: nt | D: -9 | E: 3 | F: -2 | G: -3.1 | H: ? | I: 2.8

(13) CC(=O)c1sc(NC(=O)CS(=O)(=O)c2ccc(F)cc2)nc1C
  A: 1.1 | B: 7 | C: -6 | D: 4 | E: 0 | F: 20 | G: -2.5 | H: 11 | I: nt

(14) COc1ccc(S(=O)(=O)N2CCC(C(=O)NCc3cccnc3)CC2)cc1Cl
  A: -0.1 | B: -3 | C: 0 | D: 5 | E: -1 | F: 18 | G: 0.1 | H: 13 | I: 3.9

(15) COc1ccc(-n2nc(C(=O)NCC(=O)NC3CCCCC3)c3ccccc3c2=O)cc1
  A: 3.0 | B: 5 | C: 11 | D: 9 | E: 1 | F: -1 | G: 0.4 | H: -32 | I: -2.5

(16) C=CCn1c(O)c(N=NC(=O)OCC)c2ccccc21
  A: -0.8 | B: -4 | C: -4 | D: 7 | E: 1 | F: 17 | G: 0.3 | H: 3 | I: nt

(17) Cc1ccc(OCc2nnc(SCc3cc(=O)[nH]c4ccccc34)n2-c2ccccc2)cc1
  A: -4.3 | B: -1 | C: -10 | D: -1 | E: 5 | F: 10 | G: -8.8 | H: -1 | I: nt

(18) Cc1ccc(Cl)cc1NS(=O)(=O)c1ccc2c(c1)NC(=O)C(C)C(=O)N2 (stereo unspecified)
  A: 3.5 | B: -1 | C: -3 | D: 0 | E: 4 | F: 8 | G: -0.5 | H: -8 | I: -0.4

(19) CC(=O)Nc1ccc(NC(=O)CC(c2ccccc2)c2ccccc2)cc1
  A: -1.7 | B: 7 | C: -6 | D: 9 | E: -1 | F: -3 | G: -2.6 | H: 12 | I: 1.5

(20) CC(C)(C)C1CCC(C(=O)Nc2ccc(N3CCOCC3)cc2N2CCOCC2)CC1 (stereo unspecified)
  A: -0.8 | B: -4 | C: -8 | D: 9 | E: -1 | F: 1 | G: -2.0 | H: -10 | I: 6.3

(21) COc1ccc(NC(=O)C2CCCN2C(=O)Oc2ccccc2)cc1 (stereo unspecified)
  A: 3.2 | B: 4 | C: -7 | D: 7 | E: 4 | F: 4 | G: -0.1 | H: 5 | I: nt

(22) O=C(Nc1ccc(C(F)(F)F)cc1)C1CCN(c2cnccn2)CC1
  A: 0.2 | B: 6 | C: 9 | D: 4 | E: 1 | F: 9 | G: -5.3 | H: -1 | I: 0.5

(23) CNc1n[nH]c(-c2ccccc2)n1
  A: nt | B: 6 | C: nt | D: 8 | E: 7 | F: -4 | G: -0.3 | H: 0 | I: 0.5

(24) CCOc1ccc(-n2c(Cc3cc(=O)[nH]c(=O)[nH]3)nnc2SCC(=O)Nc2nnc(C)s2)cc1
  A: -0.5 | B: 0 | C: -3 | D: 2 | E: 3 | F: 2 | G: 0.3 | H: 1 | I: nt

(25) COc1cc(C2C3=C(CC(c4ccco4)CC3=O)Nc3ccccc3N2C(C)=O)cc(OC)c1OC (stereo unspecified)
  A: -4.7 | B: 0 | C: 12 | D: 6 | E: -3 | F: 26 | G: -1.3 | H: 2 | I: 3.0

(26) CCOC(=O)CNc1nc(Cl)nc(Nc2ccc(C)cc2)n1
  A: 0.9 | B: -4 | C: -7 | D: -16 | E: 3 | F: 12 | G: -1.2 | H: -2 | I: -1.3

(27) CCOC(=O)[C@@H]1[C@H]2COc3ccccc3[C@H]2N2C(=O)N(c3ccc(C(F)(F)F)cc3)C(=O)[C@]12C
  A: -3.5 | B: 2 | C: -14 | D: 7 | E: -3 | F: -5 | G: -5.8 | H: -1 | I: -0.2

(28) CCCN(CCC)CCCNC(=O)C1CCC(CNS(=O)(=O)c2cccc3nsnc23)CC1 (stereo unspecified)
  A: 3.3 | B: nt | C: 5 | D: 12 | E: 1 | F: -5 | G: -3.8 | H: 5 | I: -0.5

(29) O=C(Cn1c(CO)nc2ccccc21)NCc1ccc2c(c1)OCO2
  A: 0.4 | B: -1 | C: 6 | D: 5 | E: -4 | F: -3 | G: -2.1 | H: -8 | I: nt

(30) COc1ccc(C(=O)N/N=C/c2ccc(OC)c(CN3CCc4cc(OC)c(OC)cc4C3C)c2)cc1 (stereo unspecified)
  A: -1.1 | B: -14 | C: 4 | D: -8 | E: 0 | F: 6 | G: -15 | H: -12 | I: nt

In another format: results already given
23	CNc1n[nH]c(-c2ccccc2)n1
  UGM FP inh = nt	PrPC surface inh = 6	Rv3671c inh = nt	MazF activator = 8	Mtb FBA inh = 7	GDH-TPI inh = -4	FadD28 binding = -0.3	BoNT-F LC inh = 0	Mtb BioA inh = 0.5

30	COc1ccc(C(=O)N/N=C/c2ccc(OC)c(CN3CCc4cc(OC)c(OC)cc4C3C)c2)cc1 (stereo unspecified)
  UGM FP inh = -1.1	PrPC surface inh = -14	Rv3671c inh = 4	MazF activator = -8	Mtb FBA inh = 0	GDH-TPI inh = 6	FadD28 binding = -15	BoNT-F LC inh = -12	Mtb BioA inh = nt

27	CCOC(=O)[C@@H]1[C@H]2COc3ccccc3[C@H]2N2C(=O)N(c3ccc(C(F)(F)F)cc3)C(=O)[C@]12C
  UGM FP inh = -3.5	PrPC surface inh = 2	Rv3671c inh = -14	MazF activator = 7	Mtb FBA inh = -3	GDH-TPI inh = -5	FadD28 binding = -5.8	BoNT-F LC inh = -1	Mtb BioA inh = -0.2

Screens from PubChem.
